GCN5L2 inh: inhibitors of human GCN5L2 histone acetyltransferase; Potency, µM (series often up to 58.9 µM), for the others: at the highest dose activity change, negative = inhibition, usual class: inhibitors; 390,000 compounds, 0.21% hits; Q92830; AID 504327; GCN5L2 HAT assay, ThioGlo1 CoA-SH fluorescence
Target sequence (Q92830 whole entry, looked up): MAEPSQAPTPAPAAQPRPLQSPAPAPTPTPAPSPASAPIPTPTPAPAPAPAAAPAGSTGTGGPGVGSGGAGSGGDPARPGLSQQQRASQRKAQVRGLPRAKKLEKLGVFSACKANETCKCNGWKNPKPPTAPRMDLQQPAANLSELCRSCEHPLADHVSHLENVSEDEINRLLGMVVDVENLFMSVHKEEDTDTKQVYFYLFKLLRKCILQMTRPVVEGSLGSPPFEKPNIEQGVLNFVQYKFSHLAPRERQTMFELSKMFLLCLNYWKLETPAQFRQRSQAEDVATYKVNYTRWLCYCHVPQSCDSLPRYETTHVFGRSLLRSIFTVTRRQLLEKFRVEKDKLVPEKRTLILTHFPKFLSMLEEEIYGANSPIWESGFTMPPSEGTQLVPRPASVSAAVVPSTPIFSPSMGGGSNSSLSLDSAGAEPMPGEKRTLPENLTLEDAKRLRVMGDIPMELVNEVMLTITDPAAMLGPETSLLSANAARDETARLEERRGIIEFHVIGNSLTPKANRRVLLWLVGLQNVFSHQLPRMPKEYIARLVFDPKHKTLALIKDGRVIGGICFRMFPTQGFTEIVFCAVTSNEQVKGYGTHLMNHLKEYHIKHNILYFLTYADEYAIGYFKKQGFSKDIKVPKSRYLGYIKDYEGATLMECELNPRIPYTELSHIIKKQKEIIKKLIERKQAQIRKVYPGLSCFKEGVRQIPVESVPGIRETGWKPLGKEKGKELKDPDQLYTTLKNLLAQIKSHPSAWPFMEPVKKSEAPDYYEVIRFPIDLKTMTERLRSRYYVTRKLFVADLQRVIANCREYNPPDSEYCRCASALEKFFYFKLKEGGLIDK
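GCN5L2 (20 nM) in 50mM HEPES pH 7.5, 0.1mM EDTA, 0.01% Tween-20 preincubated 15 min with compounds at room temperature. Reaction started with H3(1-25) 75uM, acetyl-CoA 70uM, ThioGlo1 50uM; CoA-thiol fluorescence (Ex340/Em540) read at 0 and 20 min.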
TDP1 cell CPT: growth inhibition of DT40 Tdp1-/-;hTDP1 cells with camptothecin (screen for TDP1 inhibitors); Potency, µM (series often up to 46.2 µM), for inactives: top-dose activity change, negative = growth inhibition, actives largely listed as inhibitors; chicken DT40 Tdp1-/-;hTDP1 cells + 20 nM CPT, ATP luminescence, 48 h; 420,000 compounds, 12% hits; note: nearly all actives have a fitted effect of over 55% in size
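Cell growth measured by CellTiter-Glo luminescence after a minimum 48 h, 37 C compound exposure with 20 nM CPT in Tdp1-knockout DT40 cells stably expressing hTDP1, seeded 400/well; qHTS titration format.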
DT40 TDP1 no CPT: qHTS for Inhibitors of human tyrosyl-DNA phosphodiesterase 1 (TDP1): qHTS in cells in absence of CPT | Potency, µM (doses to about 46.2 µM), for inactives: at the highest dose activity change, negative = growth inhibition, actives largely listed as inhibitors | DT40 Tdp1-/- hTDP1 cells, no CPT, ATP luminescence, 48 h | 420,000 compounds, 15% hits; note: nearly all actives have a fitted effect of over 55% in size
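Seeded 400 DT40-hTDP1 cells/well (vehicle DMSO, no 20 nM CPT); pinned compounds; ≥48 hr at 37 °C; CellTiter-Glo luminescence as viability measure.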
Active calls of the source: *; ? = inconclusive; · = not tested or not shown; & = joins results of further samples; [ ] = another dose, or the depositor's remark. Calls come from the whole dose curve; as a rule, active = well fitted curve in the direction sought with a large enough effect; inconclusive = small, poorly fitted or top-dose-only effect, or another doubt; inactive = no such curve, though single readings can be large; an effect the other way counts as inactive or inconclusive. % is set by controls: 0 for no effect and ±100 for the full control effect; potency is the fitted concentration of half-maximal effect.

Start of the data: the first 3 records, to show the layout:
SMILES	GCN5L2 inh	TDP1 cell CPT	DT40 TDP1 no CPT
CCCCCOc1ccc(Cn2c(=O)oc3ccccc32)cc1	-4.4%	-13.1%	-13.5%
CN1C(=O)Cc2cc(S(=O)(=O)CCC(=O)N3CCN(c4ccccc4F)CC3)ccc21	14.7%	?	3.3%
Cc1cc(C(=O)NCCCN2CC(C)CC(C)C2)n(-c2ccccc2)n1 (centres undefined)	-7.7%	2.0%	-0.9%

All compounds of this part, repeating the preview:
SMILES	GCN5L2 inh	TDP1 cell CPT	DT40 TDP1 no CPT
CCCCCOc1ccc(Cn2c(=O)oc3ccccc32)cc1	-4.4%	-13.1%	-13.5%
CN1C(=O)Cc2cc(S(=O)(=O)CCC(=O)N3CCN(c4ccccc4F)CC3)ccc21	14.7%	?	3.3%
Cc1cc(C(=O)NCCCN2CC(C)CC(C)C2)n(-c2ccccc2)n1 (centres undefined)	-7.7%	2.0%	-0.9%
Cn1c(=S)[nH]c2cc(C(=O)N3CCN(C(=O)c4ccccc4)CC3)ccc2c1=O	·	-5.7%	-23.0%
CC(C)C[C@H](NC(=O)c1nc[nH]c1C(=O)NC1CCNCC1)C(=O)OC(C)(C)C	?	-9.6%	?
COc1ccccc1C(C(C(=O)c1ccccc1)N1CCOCC1)N1CCOCC1 (centres undefined)	·	13.6%	-8.7%
Cc1cccc(C)c1OCCNC(=O)OCc1ccccc1	-16.5%	?	?
CC(=O)NC(Cc1ccccc1)C(=O)OCC(=O)c1ccc(F)cc1 (centres undefined)	0.7%	-11.4%	2.6%
COC(=O)CSc1nnc(-c2ccc(NS(=O)(=O)c3ccccc3)cc2)o1	0.0%	7.6%	1.4%
S=C1CCC(c2ccc(Br)cc2)=NN1c1ccccc1	-7.5%	?	?
CCc1ccc(S(=O)(=O)c2cn(C)c3cc(N4CCOCC4)c(F)cc3c2=O)cc1	-0.2%	-29.4%	-29.5%
Cc1ccc(-c2ccc(/C=C(\C#N)C(N)=S)n2C)cc1	-1.6%	-0.7%	-12.2%
CCN(C(=O)CSc1nccc(=O)[nH]1)c1cccc2ccccc12	-5.4%	-11.3%	-3.3%
Cc1csc2nc(CNC(=O)c3ccco3)cn12	?	2.6%	2.3%
COc1ccc(-c2[nH]ncc2CN2CCCO2)c(F)c1	3.5%	-16.1%	-7.4%
CCCOc1ccc(/C=C/C(=O)Nc2ccc([N+](=O)[O-])cc2)cc1	-8.8%	18.4µM*	20.6µM*
COc1ccc(NC(=O)CSC2=Nc3ccccc3C3=NC(CCC(=O)NCCc4ccccc4)C(=O)N23)cc1 (centres undefined)	-7.5%	-10.2%	-20.5%
O=C(c1ccc2oc(Cc3ccc(Cl)cc3)nc2c1)N1CCCCC1CCO (centres undefined)	-27.9%	?	?
Cc1ccc(S(=O)(=O)c2nc(-c3cccs3)oc2SC(C)C)cc1	-2.7%	?	?
Cc1nn(C)cc1C(C(=O)NC1CCCCC1)N(Cc1ccc(F)cc1)C(=O)c1cnccn1 (centres undefined)	-4.8%	-26.3%	-10.5%
CN(N=C(c1ccccc1)c1ccccc1)c1ccccc1	·	14.7%	-12.7%
O=P(O)(O)C(O)(Cn1ccnc1)P(=O)(O)O	-6.0%	3.9%	-1.9%
O=C(Cn1ncc2c(=O)oc3ccccc3c21)N(Cc1ccco1)C1CCCCC1	-4.0%	?	?
CCOc1ccc(NC(=O)Cc2csc(COc3cccc(C)c3)n2)cc1	-4.0%	-18.2%	-27.9%
CC(=O)Nc1sc(C)c(C)c1C(=O)OC(C)C	-3.4%	?	?
Cc1ccc(-c2sc(-c3ccccc3)nc2CC(=O)Nc2ccccc2F)cc1	-17.7%	-28.7%	?
COc1ccc2oc(=O)c(C(=O)Nc3cccc(C(C)=O)c3)cc2c1	-7.7%	-3.0%	-15.3%
O=C(Cc1ncc(C(F)(F)F)cc1Cl)N1CCN(c2ccccn2)CC1	?	-22.9%	-3.2%
COc1cc2cc(CCCOC(=O)CCC(=O)O)oc(=O)c2cc1OC	-4.6%	-3.4%	-12.6%
COc1ccc(N2C(=O)CC(Sc3nccc(C)n3)C2=O)c(OC)c1 (centres undefined)	·	?	?
COCCNC(=O)[C@H]1N2C(=O)c3c(ccc(OC)c3OC)C2SC1(C)C (some centres undefined)	-1.8%	-12.3%	35.3%[activator]
COc1ccccc1NC(=O)Cn1cnc2c(oc3nc4c(cc32)CCCC4)c1=O	-7.7%	?	-25.0%
COc1ccc(C(=O)NCCn2cc(SCC(=O)Nc3cc(C)on3)c3ccccc32)cc1OC	15.5%	?	?
COCCCNc1nc2ccccc2nc1NS(=O)(=O)c1ccc(OC)cc1	2.8%	14.9%	?
CCC(=O)Nc1cc(=O)[nH]c2nc(-c3ccc(Cl)cc3)nn12	-1.8%	?	18.4µM*
COCC(=O)Nc1ccc(N2CCOCC2)c(S(=O)(=O)Nc2ccc(OC)cc2)c1	-1.5%	?	?
COC(=O)C[C@@H]1C=C[C@H](NC(=O)c2cnccn2)[C@@H](CO)O1	·	-2.1%	4.7%
COc1cccc(NC(=O)CSC2=Nc3ccccc3N=C(c3ccc(F)cc3)C2)c1	-29.7%	18.4µM*	?
COc1ccc(Br)cc1C(=O)Nc1ccc(C(=O)NCC(C)C)cc1	-7.7%	-12.7%	?
O=S(=O)(NCC(c1ccco1)S(=O)(=O)c1cccs1)c1ccc(Cl)cc1 (centres undefined)	-14.9%	?	?
NS(=O)(=O)c1cccc(NC(=O)c2cncc(Br)c2)c1	?	-7.9%	11.3%
O=C(c1ccc(CSCc2ccccc2F)o1)N1CCN(c2ccc(N3CCOCC3)nn2)CC1	-13.0%	?	?
O=c1[nH]c2ccc([N+](=O)[O-])cc2[nH]1	·	9.7%	-0.6%
Cc1ccc(Nc2nnc(SCC(O)=C(C#N)c3nc4ccccc4[nH]3)s2)c(C)c1	·	-18.7%	?
O=C1CCC[C@@H]2[C@H](Cc3ccccc3)[C@@H](O)C[C@@H]3CCN1[C@@H]32	·	-21.0%&-29.0%	?
CCCN(CC(=O)Nc1ccccc1C)C(=O)Cc1n[nH]c(=O)c2ccccc12	0.8%	-1.9%	14.3%
COc1ccc(C(=O)NCCCc2ccccc2)cc1	·	-1.3%	-18.7%
COc1ccc(C(=O)Cn2c(C(=O)/C=C/c3ccccc3)nc3ccccc32)cc1	0.5%	14.6µM*	23.1µM*
Nc1ccccc1SC(C[N+](=O)[O-])c1ccccc1 (centres undefined)	?	4.11µM*	2.31µM*
O=C1CC/C=C\C[C@@H](CC(=O)N(CCO)Cc2ccccc2)C(=O)N2CCC[C@H]2CO1	-6.2%	6.5%	-13.9%
CC(=O)Nc1ccc(NS(=O)(=O)c2cc([N+](=O)[O-])ccc2C)cc1	-3.9%	8.4%	-5.7%
OCCC1CN(Cc2cccc3nonc23)CCN1Cc1ccsc1 (centres undefined)	3.5%	-10.5%	-15.3%
Cc1ccccc1NC(=O)c1ccccc1-c1ccccc1	-3.9%	-9.4%	?
O=C(c1cnccn1)N1CCC2(CCN(Cc3nccs3)CC2)CC1	-17.0%	7.2%	-0.7%
CCCCCC(=O)Nc1cccc2ccccc12	0.4%	-17.4%	-0.8%
CN(Cc1ccccc1)C(=O)CSc1nnc(-c2cccc(Cl)c2)o1	-9.5%	-29.1%	?
O=C(Nc1ccnn1C1CCN(C(=O)c2cccnc2)CC1)c1cccc(F)c1	·	12.0%	-1.6%
CCc1ccccc1Nc1nc(N)nc(CSCC(=O)Nc2ccc(C)c(C)c2)n1	-1.4%	0.2%	?
c1ccc(-c2nc(SCC3CCCCO3)n[nH]2)cc1 (centres undefined)	·	8.0%	?
COc1cccc(C2CC(c3cccc(OC)c3)n3nc(N)nc3N2)c1 (centres undefined)	-2.7%	-14.2%	-11.2%
More compounds.
SMILES	GCN5L2 inh	TDP1 cell CPT	DT40 TDP1 no CPT
COc1ccc(C(=O)Nc2cccc(NC(C)=O)c2)cc1	·	-3.3%	-13.2%
O=C(N/N=C/c1ccccc1F)c1ccccc1OCc1ccccc1	-5.2%	?	20.6µM*
CC1CCc2c(sc(NS(=O)(=O)c3ccccc3)c2C(=O)OC(C)C)C1 (centres undefined)	-2.7%	-4.1%	-20.5%
O=C(COc1cccc(NC(=O)c2ccccc2)c1)c1ccccc1	3.3%	16.4µM*	?
O=C(NNC(=O)C1CC1c1ccccc1)c1ccccc1F (centres undefined)	6.1%	1.1%	16.6%
COCCCNc1ncnc2c1nnn2C	-1.7%	?	-4.6%
CCOC(=O)N1CCN(c2nc(C(F)(F)F)nc3c(C)cc(C)cc23)CC1	·	-19.2%	?
CCOc1ccc2nnc(-c3ccc(Br)cc3)n2n1	-6.9%	?	14.6µM*
O=C(NCc1ccccc1Cl)c1ccc(Cn2c(=O)c3cccn3c3cccnc32)cc1	2.6%	-1.7%	-12.4%
COc1ccc(-n2nc(C(=O)NCC(=O)NC3CCCCC3)c3ccccc3c2=O)cc1	-17.5%	0.9%	?
CC1=CS(=O)(=O)CC1Sc1nc(C)n[nH]1 (centres undefined)	-7.1%	-16.5%	-6.9%
COc1cccc(COC(=O)c2ccc(-c3nnn(Cc4cccc(OC)c4)n3)cc2)c1	-2.9%	-24.8%	-28.9%
O=C(Cn1ccc(C(F)(F)F)n1)Nc1cccc(S(=O)(=O)N2CCCCC2)c1	-1.5%	-3.8%	-27.7%
CCc1ccccc1-n1c(SCC(=O)c2c(N)n(C3CC3)c(=O)[nH]c2=O)nnc1N1CCOCC1	-0.7%	-26.9%	-10.6%
Cc1ccc(C2=NN(C(=O)c3cccs3)C(c3ccccc3O)C2)cc1 (centres undefined)	42.2%[activator]	?	?
CN(C)CCCN1CC(C(=O)O)CC1=O (centres undefined)	18.5%	-2.7%	-10.5%
Cc1ccc(/C=N/NC(=O)c2nnn(-c3nonc3N)c2CSc2ccccc2)cc1	-1.9%	-9.4%	-12.2%
CCCN1C(=O)C2(C(C(=O)c3ccc(C)o3)=C(O)C(=O)N2CCCOC)c2ccccc21 (centres undefined)	-19.8%	-0.4%	-5.6%
FC(F)(F)c1ccccc1CN1CCCC(N2CCN(c3ccccc3)CC2)C1 (centres undefined)	-11.3%	?	?
Cc1cccn2c(=O)nc(SCC(=O)N3CCN(c4ccccc4)CC3)nc12	-0.3%	-23.7%	-18.1%
COc1cccc(NC(=O)Cc2csc(NC(=O)Nc3ccccc3OC)n2)c1	-11.3%	?	?
CC(C)N1CCN(C2CSCCSC2)CC1CCO (centres undefined)	-2.9%	-7.6%	0.3%
CCCCc1cc(=O)oc2cc(OC(C)C(=O)NCc3ccccn3)c(Cl)cc12 (centres undefined)	-6.7%	?	?
COc1cc([C@@H]2[C@H]3CNCC=C3C(C#N)=C(N)C2(C#N)C#N)ccc1OC(C)C	-2.3%	9.2µM*	?
Oc1cc(CNCc2ccccc2)c(O)cc1CNCc1ccccc1	·	?	13µM*
S=c1ccss1	25.1µM*	-13.1%	?
CCN(CC)S(=O)(=O)c1ccc(N2CCCC2)c(NS(=O)(=O)c2ccc([N+](=O)[O-])cc2)c1	-9.9%	?	-28.5%
CNC(=O)CN(c1cccc2ccccc12)S(C)(=O)=O	-11.7%	-5.7%	-9.6%
CCOC(=O)c1cocc1C(=O)O	·	-19.2%	1.9%
Cc1occc1C(=O)Nc1ccccc1NC(=O)c1ccoc1C	·	1.2%	-6.2%
COc1cc(/C=C2\CCC/C(=C\c3ccc(O)c(OC)c3)C2=O)ccc1O	?	7.08µM*	8.2µM*
CC1(C)CC(=O)C(C(C2=C(O)CC(C)(C)CC2=O)c2ccc(Cl)c([N+](=O)[O-])c2)C(=O)C1 (centres undefined)	-0.1%	32.3%[activator]	8.0%
CC(Sc1nnc(Nc2ccccc2F)s1)C(=O)NC1CC1 (centres undefined)	-1.3%	-2.9%	10.5%
COc1ccc(N(CC(=O)O)S(=O)(=O)c2ccccc2[N+](=O)[O-])c(OC)c1	-3.2%	-14.7%	-23.9%
CCOC(=O)c1nn(-c2ccccc2C)c(=O)cc1OCC(=O)N1CCN(c2ccccc2)CC1	3.6%	-21.3%	-4.6%
Cc1ccc(OCC(=O)N(C)CC(=O)Nc2cccc(F)c2)cc1	-2.4%	6.4%	-3.3%
C/C(=N\NC(=S)NCc1ccccc1)c1ccc(Cl)cc1	-3.6%	?	18.4µM*

Part of the list above, reduced to GCN5L2 inh.
Molecule	GCN5L2 inh
COc1ccc(N(CC(=O)O)S(=O)(=O)c2ccccc2[N+](=O)[O-])c(OC)c1	-3.2%
CCOC(=O)c1nn(-c2ccccc2C)c(=O)cc1OCC(=O)N1CCN(c2ccccc2)CC1	3.6%
Cc1ccc(OCC(=O)N(C)CC(=O)Nc2cccc(F)c2)cc1	-2.4%
C/C(=N\NC(=S)NCc1ccccc1)c1ccc(Cl)cc1	-3.6%

The list is partial. The share of hits here may be higher or lower than overall.
